High-throughput results deposited in PubChem BioAssay by several laboratories.
NOD2 RIPK2 PPI: NOD2-RIPK2 binding disruptors in cells, primary screen, fluorescence, CHO cells, BLA complementation; Receptor-interacting serine/threonine-protein kinase 2 (Homo sapiens), O43353; CCF4 ratio; inhibition, % at 4.98 µM; hit rate 0.38% among 360,000; in the data active = inhibition above about 21%;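 also: 0% = vehicle only and 100% = reference blocker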
LMP1 NFkB inh: EBV LMP1-driven NF-kappaB luciferase reporter inhibitors, primary screen, cell-based, luminescence, single point; LMP1-induced NF-kappaB luciferase reporter cells; inhibition, % at 12.5 µM; hit rate 0.69% among 350,000; AID 504558, 2011; in the data active = inhibition above about 41%;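 also: 0% = neutral control wells and 100% = reference inhibitor control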
MC4R antag cAMP: MC4R antagonists of cAMP signaling, primary screen, cell-based, TR-FRET, antagonist arm of biased-ligand search. Melanocortin receptor 4 (Homo sapiens), P32245. AID 540295, 2011. MC4R-expressing cells, MTII-stimulated cAMP, LANCE TR-FRET. inhibition, % at 6.5 µM. hit rate 0.48% among 360,000;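 active = inhibition above its plate's cutoff, the mean of tested wells on that plate plus 3 SD, cut at about 29% in these data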;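 also: 0% = Melanotan II alone and 100% = Melanotan II plus saturating MCL0020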
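Assay system: U2OS cells stably expressing human melanocortin 4 receptor (MC4R) / Dosing: 6.5 µM / Timing: compound 30 min, challenge 1 h, detection 1 h / Measured by: Eu-cAMP/anti-cAMP TR-FRET, emission 671 nm / Replicates: singlicate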
NCOA3 inh: SRC3 coactivator transcriptional activity inhibitors, primary screen, cell-based, luminescence. Nuclear receptor coactivator 3 (Homo sapiens), Q9Y6Q9. HEK293 GAL4-SRC3 luciferase reporter. inhibition, % at 3.6 µM. hit rate 0.17% among 360,000;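 active = inhibition above a per-campaign cutoff, the mean of all compounds plus 3 SD, cut at about 60% in these data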;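 also: 0% = DMSO-treated cells and 100% = gossypol-treated cells at 36 µM; higher means less SRC3-driven luciferase light from the GAL4 reporter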
NR5A2 inv ag: LRH-1 (NR5A2) inverse agonists, primary screen, cell-based, luminescence, HEK293T, StAR-luciferase reporter | inhibition, % at 3.6 µM | Nuclear receptor subfamily 5 group A member 2 (Homo sapiens), O00482 | LRH-1 transfected, 24 h | hit rate 0.13% among 360,000;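 active = inhibition above the mean inhibition of all tested compounds plus 3 SD, cut at about 73% in these data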;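 also: 0% = DMSO wells and 100% = reporter-only cells lacking LRH-1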
NCOA2 inhibitor: inhibition of GAL4-SRC2 driven luciferase reporter, primary screen, SRC2 inhibitor project, cell-based, luminescence. HEK293 GAL4-SRC2 luciferase reporter. inhibition, % at 9 µM. AID 651957, 2012. Nuclear receptor coactivator 2 (Homo sapiens), Q15596. hit rate 0.17% among 370,000;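 active = inhibition above the mean inhibition of all tested compounds plus 3 SD, set per campaign, cut at about 52% in these data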;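 also: 0% = DMSO treated cells and 100% = cells given Gossypol at 36 µM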
NR2F2 inh: NR2F2 transcriptional activity inhibitors, primary screen, cell-based, luciferase reporter, HEK293T, luminescence; COUP transcription factor 2 (Homo sapiens), P24468; AID 686940, 2013; inhibition, % at 8.6 µM; hit rate 0.7% among 370,000; HEK293T NGFI-A luciferase reporter;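 active = inhibition above a per-plate cutoff, mean inhibition of test wells between control levels plus 3 SD, cut at about 38% in these data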;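 also: cells cotransfected with COUP-TFII expression vector driving the NGFI-A reporter; 0% = median of COUP-TF2 test wells and 100% = reporter-only cells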
MC4R barr agon: MC4R agonists recruiting beta-arrestin, primary screen, cell-based, luminescence, agonist arm of biased-ligand search. Melanocortin receptor 4 (Homo sapiens), P32245. U2OS MC4R beta-arrestin complementation; percent of melanotan II response, DMSO zero. activation, % at 8.9 µM. hit rate 0.98% among 360,000. AID 540308, 2011;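 active = activation above a per-plate cutoff, the mean activation of sample wells on that plate plus 3 SD, cut at about 8% in these data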
TLR9-MyD88 block: inhibitors of TLR9-MyD88 association in cells, primary screen, cell-based, CHO, BLA complementation, fluorescence; Toll-like receptor 9 (Homo sapiens) + Myeloid differentiation primary response protein …; CCF4 FRET ratio; inhibition, % at 4.98 µM; hit rate 0.21% among 340,000;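 active = inhibition above the mean over all tested compounds plus 3 SD, cut at about 21% in these data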;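 also: 0% = DMSO only wells and 100% = clavulanate BLA inhibitor control wells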
Target sequence (Q99836 whole entry, looked up): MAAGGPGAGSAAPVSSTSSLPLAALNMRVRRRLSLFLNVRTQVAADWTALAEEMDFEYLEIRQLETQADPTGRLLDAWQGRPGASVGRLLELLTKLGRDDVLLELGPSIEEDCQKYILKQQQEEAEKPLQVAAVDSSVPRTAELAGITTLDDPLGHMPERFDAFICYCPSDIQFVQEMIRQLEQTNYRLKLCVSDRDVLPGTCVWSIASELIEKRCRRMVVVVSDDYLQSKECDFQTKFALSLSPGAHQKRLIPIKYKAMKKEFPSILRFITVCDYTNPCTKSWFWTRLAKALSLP
Target sequence (Q9NR96 whole entry, looked up): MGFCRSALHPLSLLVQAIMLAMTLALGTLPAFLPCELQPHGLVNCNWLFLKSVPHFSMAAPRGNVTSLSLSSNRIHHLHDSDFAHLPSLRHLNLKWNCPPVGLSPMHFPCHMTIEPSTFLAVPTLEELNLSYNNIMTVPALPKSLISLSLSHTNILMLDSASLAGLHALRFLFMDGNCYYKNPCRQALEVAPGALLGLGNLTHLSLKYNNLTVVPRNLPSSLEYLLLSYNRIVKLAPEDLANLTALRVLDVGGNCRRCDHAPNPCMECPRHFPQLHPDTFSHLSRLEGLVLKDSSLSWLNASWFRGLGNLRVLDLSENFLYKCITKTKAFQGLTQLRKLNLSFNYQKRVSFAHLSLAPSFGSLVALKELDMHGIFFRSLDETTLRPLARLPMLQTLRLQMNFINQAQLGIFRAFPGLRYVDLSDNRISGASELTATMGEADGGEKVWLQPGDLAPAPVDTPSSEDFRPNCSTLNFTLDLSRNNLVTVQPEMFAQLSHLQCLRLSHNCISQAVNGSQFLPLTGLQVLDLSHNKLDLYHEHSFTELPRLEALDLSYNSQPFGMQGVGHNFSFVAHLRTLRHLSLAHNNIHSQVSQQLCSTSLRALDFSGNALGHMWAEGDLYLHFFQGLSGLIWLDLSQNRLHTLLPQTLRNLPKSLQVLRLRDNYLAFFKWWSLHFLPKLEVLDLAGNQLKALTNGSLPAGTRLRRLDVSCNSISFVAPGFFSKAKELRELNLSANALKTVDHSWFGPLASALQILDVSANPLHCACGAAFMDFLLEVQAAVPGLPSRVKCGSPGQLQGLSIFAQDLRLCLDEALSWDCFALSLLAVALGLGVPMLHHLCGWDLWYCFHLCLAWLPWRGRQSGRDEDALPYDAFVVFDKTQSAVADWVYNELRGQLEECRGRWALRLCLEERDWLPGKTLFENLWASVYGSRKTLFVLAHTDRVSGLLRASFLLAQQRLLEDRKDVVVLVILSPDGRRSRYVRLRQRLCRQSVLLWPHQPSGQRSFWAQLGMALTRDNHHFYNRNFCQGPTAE
SRC1 inh: SRC1 coactivator transcriptional activity inhibitors, primary screen, cell-based, luminescence | Nuclear receptor coactivator 1 (Homo sapiens), Q15788 | HEK293 GAL4-SRC1 luciferase reporter | inhibition, % at 3.6 µM | hit rate 0.12% among 360,000;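 active = inhibition above the campaign mean plus 3 SD, with each screening campaign given its own cutoff, cut at about 60% in these data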;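 also: 0% = DMSO treated cells and 100% = gossypol at 36 µM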
ABHD5-PLIN5 inh: ABHD5-PLIN5 interaction inhibitors, primary screen, cell lysate, split luciferase complementation, luminescence. Split G. princeps luciferase complementation, 4 h. inhibition, % at 4 µM. hit rate 0.78% among 360,000. AID 602281, 2012;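 active = inhibition above the mean inhibition across every tested compound plus 3 SD, cut at about 22% in these data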;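 also: 0% = DMSO only wells and the 100% control is not disclosed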
Active calls of the source: *; · = no result given. An excerpt; the hit share may differ from the screen's.

Below each compound: SRC1 inh	TLR9-MyD88 block	NCOA2 inhibitor	ABHD5-PLIN5 inh	LMP1 NFkB inh	NCOA3 inh	NR2F2 inh	NOD2 RIPK2 PPI	NR5A2 inv ag	MC4R antag cAMP	MC4R barr agon
Cc1c(C(=O)N2CCCCC2)c(S(=O)(=O)NCCc2ccc(S(N)(=O)=O)cc2)c(C)n1C
→ 6	-11	15	0	0	13	6	-2	-20	9	-3.3
Cc1nc(S(=O)(=O)N2CCOCC2)c(C#N)c(C)c1Cl
→ -69	1	-22	5	9	-9	-8	-8	-6	0	-0.3
O=C(Nc1ccccc1C(=O)N/N=C/c1ccc(F)cc1)c1ccccc1Br
→ -5	-7	-17	-3	5	11	-3	-15	9	2	1.6
O=C(c1ccc2snnc2c1)N1CCN(c2ccccn2)CC1
→ -23	-6	2	-2	8	-5	11	-1	-9	2	-1.0
CCOC(=O)c1sc(=NC(=O)c2cc(OC)c(OC)c(OC)c2)n(C)c1C
→ 6	-6	0	-2	13	6	-10	-9	-6	14	3.0
CC(C)(C)NC(=O)NC(=O)Cn1ccsc1=N
→ 4	-6	-14	-3	7	-21	16	-2	-20	26	-0.3
CC(NC(=O)Cc1ccccc1)C(=O)O (stereo not given)
→ -11	-17	-10	0	4	1	-19	-8	-17	-1	0.4
CCOc1ccc(S(=O)(=O)N2CCN(C(=O)COc3ccc(Br)cc3)CC2)cc1
→ 1	0	-16	10	2	43	0	-6	-8	12	0.4
CCc1sc(NC(=O)CCC(=O)O)nc1-c1cc2ccccc2oc1=O
→ -23	-2	17	-7	-2	-13	6	2	-4	6	-0.5
Cc1ccc(NC(=O)CN(C)C(=O)Cc2ccccc2F)cc1
→ -2	11	-20	1	-7	-5	8	-8	-1	4	-0.9
O=C(CN1CCN(c2ccc([N+](=O)[O-])cc2)CC1)c1ccccc1
→ 4	17	-26	2	3	-14	20	-4	51	-7	-1.1
O=C1CN(C(=O)CSc2nncn2-c2ccccc2)c2ccccc2N1
→ 9	2	-25	3	4	-6	4	-10	-28	5	0.1
O=C1CCN(CCc2ccccc2)CCN1[C@H](CSc1ccccc1)c1ccccc1
→ -33	-9	-20	8	-11	-6	-27	-9	-12	3	-0.9
O=c1oc2ccc(Br)cc2cc1S(=O)(=O)c1ccc(F)cc1
→ -5	1	·	12	3	-11	·	2	7	10	0.5
O=C(CCc1ccccc1)NCC(c1ccco1)N1CCc2ccccc21 (stereo not given)
→ 11	1	12	-1	2	0	9	10	25	-22	-3.9
CCOC(=O)CSc1nc2ccccc2c(=O)n1NC(=O)c1ccccc1
→ -134	-1	-58	-6	-8	-89	-42	-5	-162	-3	-1.7
CCCCn1c(N)c(N(CC(C)C)C(=O)C2CCN(S(=O)(=O)c3ccc(OCC)cc3)CC2)c(=O)[nH]c1=O
→ -28	-5	-8	-14	-15	3	9	1	7	-5	-1.1
COc1ccc(C/C(N)=N/n2cnnc2)cc1Cl
→ -2	10	-5	5	-16	21	5	-9	9	6	1.0
COc1ccc(C2=NOC(Cn3nc(C(=O)NCc4ccc5c(c4)OCO5)cc3-c3ccccc3)C2)cc1 (stereo not given)
→ 8	-13	-21	-2	-1	9	0	7	11	12	-0.5
CC(C)(C)OC(=O)CNC(=O)c1nc[nH]c1C(=O)N1CCN(c2ccccc2)CC1
→ -1	-2	7	-1	1	10	-1	-1	7	0	0.7

Taken from above:
COc1ccc(C2=NOC(Cn3nc(C(=O)NCc4ccc5c(c4)OCO5)cc3-c3ccccc3)C2)cc1 (stereo not given) | TLR9-MyD88 block: -13
Cc1ccc(NC(=O)CN(C)C(=O)Cc2ccccc2F)cc1 | NR5A2 inv ag: -1

Continuation:
Below each compound: SRC1 inh	TLR9-MyD88 block	NCOA2 inhibitor	ABHD5-PLIN5 inh	LMP1 NFkB inh	NCOA3 inh	NR2F2 inh	NOD2 RIPK2 PPI	NR5A2 inv ag	MC4R antag cAMP	MC4R barr agon
O=C(NC1(C(F)(F)F)C(=O)Nc2c1c(=O)[nH]c(=O)n2-c1ccccc1)c1ccncc1 (stereo not given)
→ 10	5	3	-9	4	-2	-4	-12	7	3	1.8
CCN(CC)C(=O)Cn1cc(S(=O)(=O)CC(=O)N2CCCCCC2)c2ccccc21
→ -4	-3	-2	0	-2	13	6	-4	-5	17	0.6
O=C(Cc1c(F)cccc1Cl)Nc1ccc(S(=O)(=O)Nc2nccs2)cc1
→ 4	4	10	0	2	-16	3	4	-14	1	-0.5
Cc1ccc(C(=O)Nc2nc3ccc(S(C)(=O)=O)cc3s2)o1
→ -94	-11	-43	2	-55	-69	-13	-7	-105	9	-0.4
Cc1cc(OCc2ccc(C(=O)n3cccn3)o2)ccc1Cl
→ -54	-6	-24	0	-30	-46	-1	-3	-107	9	4.8
COc1cccc(C(=O)Nc2ccc(F)cc2F)c1
→ -53	-7	-53	0	-21	-77	-41	-10	-82	9	-0.1
c1ccc(OCc2noc(CN3CCC(C4CCCCC4)C3)n2)cc1 (stereo not given)
→ 9	6	0	-2	4	10	5	-12	-9	-1	-1.7
Cc1onc(-c2ccccc2Cl)c1C(=O)NCc1ccc(F)cc1
→ -2	-1	-9	-4	-2	-6	11	7	-9	5	-1.4
O=C1CC(NS(=O)(=O)c2ccc3ccccc3c2)CN1c1ccccc1 (stereo not given)
→ 22	-9	-17	-8	-6	12	-5	-8	2	8	-1.1
COc1ccc(NC(=O)C(F)(F)F)cc1OC
→ 1	7	-23	3	2	7	-4	0	9	5	-1.6
CCCCC(CC)CNC(=O)c1cc2ccccc2c(=O)o1 (stereo not given)
→ -14	-5	-17	2	-18	18	-22	-2	5	4	1.1
CCOC(=O)c1nn(-c2ccc(Cl)cc2)c2nnc(Cc3ccccc3)c(=O)n12
→ -7	1	-7	8	-9	-6	-8	1	-12	1	-0.4
COc1cc(S(=O)(=O)N2CCN(C(=O)c3ccccc3)CC2)c(OC)cc1Br
→ -2	6	1	-2	4	20	2	-8	6	-1	-1.4
O=S(=O)(Nc1cccnc1Cl)c1ccc(F)cc1
→ 0	-4	4	0	-2	6	-14	-6	1	2	-2.7
CCC(=O)N1CCCC1(C)C(=O)Nc1ccc(OC(F)F)cc1 (stereo not given)
→ -5	·	-6	-2	·	-16	-2	-8	-7	4	0.7
CCOC(=O)c1c(C)nc2sc(C(=O)Nc3ccc(OC)cc3)c(N)c2c1-c1ccc(OC)cc1
→ -7	4	-7	-7	-4	1	5	1	11	-4	-3.2
Cc1ccnc(NS(=O)(=O)c2ccc(NC(=O)c3cc(-c4ccc(Br)cc4)nc4ccccc34)cc2)n1
→ 4	5	-9	-1	14	-5	12	-4	-7	18	4.2
CC(C)NC(=O)Nc1nnc([C@H]2C[C@H](O)[C@@H](CO)O2)s1
→ -4	·	-35	-5	·	-11	7	-1	-3	7	-1.8
CC1(C(=O)NCc2ccc(F)c(F)c2)Cc2c(-c3cccc(C(F)(F)F)c3)ccnc2O1 (stereo not given)
→ 0	·	-8	-5	·	14	8	12	-9	-4	-0.7
COC(=O)CN1C(=O)COc2ccc(S(=O)(=O)N3CCOCC3)cc21
→ -6	-2	9	5	5	-1	-3	-12	-31	9	5.2

Remaining list, next part.
Below each compound: SRC1 inh	TLR9-MyD88 block	NCOA2 inhibitor	ABHD5-PLIN5 inh	LMP1 NFkB inh	NCOA3 inh	NR2F2 inh	NOD2 RIPK2 PPI	NR5A2 inv ag	MC4R antag cAMP	MC4R barr agon
COc1cccc2cc(/C(C)=N/NC(=O)c3ccco3)oc12
→ -57	2	-58	-8	-2	-25	-40	0	-143	-3	-4.2
O=C(c1ccco1)N1CCC(c2nc3c(nnn3Cc3ccc(F)cc3)c(=O)[nH]2)CC1
→ 0	7	-15	0	-2	-9	-1	2	1	2	-1.0
C[C@@H]1CCCCO[C@H](CN(C)C(=O)Nc2ccc3c(c2)OCO3)[C@H](C)CN([C@@H](C)CO)C(=O)c2cc(NS(=O)(=O)c3ccc(Cl)cc3)ccc2O1
→ 0	1	-58	7	-9	-4	12	-6	-16	15	0.1
COCCNC(=O)/C(C#N)=C/c1c(N2CCN(c3ccccc3)CC2)nc2c(C)cccn2c1=O
→ 1	-7	-11	-11	8	-10	-5	-1	16	23	-1.4
COc1ccc(NC(=O)COC(=O)C(CC(C)C)N2C(=O)C3CC=CCC3C2=O)cc1Cl (stereo not given)
→ 12	2	-16	-1	-5	17	6	-1	-9	-7	-1.2
Cc1cccc(NC(=O)c2nc[nH]c2C(=O)NCCCCCNC(=O)OC(C)(C)C)c1
→ 4	-10	23	-6	10	9	0	-3	1	6	9.7*
COc1ccc(OC)c(S(=O)(=O)N2CCCC(C(=O)NC3CC3)C2)c1 (stereo not given)
→ -2	1	-10	-2	-3	4	4	-7	-4	4	0.2
CCCS(=O)(=O)c1csc(C(=O)OC)c1N
→ -9	·	9	2	·	13	11	0	-5	4	-0.7

Record cards, from the list above. Order of values: SRC1 inh | TLR9-MyD88 block | NCOA2 inhibitor | ABHD5-PLIN5 inh | LMP1 NFkB inh | NCOA3 inh | NR2F2 inh | NOD2 RIPK2 PPI | NR5A2 inv ag | MC4R antag cAMP | MC4R barr agon
Record of `COc1cc(S(=O)(=O)N2CCN(C(=O)c3ccccc3)CC2)c(OC)cc1Br` → -2 | 6 | 1 | -2 | 4 | 20 | 2 | -8 | 6 | -1 | -1.4
Record of `COc1ccc(NC(=O)COC(=O)C(CC(C)C)N2C(=O)C3CC=CCC3C2=O)cc1Cl` (stereo not given) → 12 | 2 | -16 | -1 | -5 | 17 | 6 | -1 | -9 | -7 | -1.2
Record of `Cc1ccc(NC(=O)CN(C)C(=O)Cc2ccccc2F)cc1` → -2 | 11 | -20 | 1 | -7 | -5 | 8 | -8 | -1 | 4 | -0.9
Record of `O=C(NC1(C(F)(F)F)C(=O)Nc2c1c(=O)[nH]c(=O)n2-c1ccccc1)c1ccncc1` (stereo not given) → 10 | 5 | 3 | -9 | 4 | -2 | -4 | -12 | 7 | 3 | 1.8
